# FBPA Giardia inh = qHTS Assay for Inhibitors of Fructose-1,6-bisphosphate Aldolase from Giardia Lamblia; actives 0.71% (n = 290,000); purified Giardia FBPA; Potency, µM (top dose mostly 59.6 µM), for the others: at the highest dose activity, negative = inhibition, most hits filed as inhibitors; note: potency is the fitted concentration of half-maximal effect; % is set by controls: 0 for no effect and ±100 for the full control effect; nearly all actives have a fitted effect of over 55% in size
# Target sequence (A8B2U2 whole entry, looked up): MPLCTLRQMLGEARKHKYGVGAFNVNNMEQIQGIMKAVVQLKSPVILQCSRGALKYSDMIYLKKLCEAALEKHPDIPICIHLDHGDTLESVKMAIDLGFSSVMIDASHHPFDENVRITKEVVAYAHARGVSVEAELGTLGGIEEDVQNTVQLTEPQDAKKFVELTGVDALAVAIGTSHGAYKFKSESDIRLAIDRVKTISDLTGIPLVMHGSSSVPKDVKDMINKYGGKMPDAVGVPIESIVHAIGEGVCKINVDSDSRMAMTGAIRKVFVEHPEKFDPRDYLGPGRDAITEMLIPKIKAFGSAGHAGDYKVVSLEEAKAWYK
#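 Giardia FBPA (40 nM reagent) was preincubated 10 min at RT with compound (up to 57.5 uM final), then substrate plus GAPDH/TPI/NAD/arsenate coupling system with diaphorase/resazurin was added; resorufin fluorescence (525/598 nm) was read after 20 min.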
# Cycloheximide cs = Cycloheximide Counterscreen for Small Molecule Inhibitors of Shiga Toxin. cell reporter, cycloheximide protein synthesis inhibition counterscreen. max response, %. actives 12% (n = 300,000). AID 2314, 2010; in the data active = max response mostly above about 13%, no sharp cut-off; inactive = mostly below about 14%; note: read at 38.3 µM for the half of the compounds with a filed dose; 0% is about no effect
# Shiga inhibitor = A qHTS for Small Molecule Inhibitors of Shiga Toxin; Vero cells, Shiga toxin protein synthesis inhibition reporter; inhibition, % at 38.7 µM; actives 9.2% (n = 290,000); in the data active = inhibition mostly above about 28%, no sharp cut-off; inactive = mostly below about 43%; note: 0% is about no effect
# Pf growth 48h = Primary qHTS for delayed death inhibitors of the malarial parasite plastid, 48 hour incubation | actives 5.9% (n = 310,000) | P. falciparum luciferase growth in erythrocytes, 48 h | Potency, µM (doses to about 28.7 µM), inactives show top-dose activity change, negative = inhibition, usual class: inhibitors | AID 504832, 2011; note: potency is the fitted concentration of half-maximal effect; % is set by controls: 0 for no effect and ±100 for the full control effect
#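 Parasite viability was followed by luminescence of a genomically integrated firefly luciferase. Cultures held 0.1% parasitemia at 2% hematocrit (final), incubated under 5% CO2 at 37 C.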
# Pf growth 96h = Primary qHTS for delayed death inhibitors of the malarial parasite plastid, 96 hour incubation; P. falciparum luciferase reporter growth, 96 h; Potency, µM (titrated, usually from 28.7 µM), inactives show at the top dose activity change, negative = inhibition, usual class: inhibitors; actives 6.9% (n = 320,000); note: potency is the fitted concentration of half-maximal effect; % is set by controls: 0 for no effect and ±100 for the full control effect
#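 Plates of compound plus infected erythrocytes (2% hematocrit, 0.05% parasitemia final) incubate 96 hours, 37 C, 5% CO2. Detection reagent added; reduced luminescence from the parasites' luciferase reporter flags inhibition.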
# HCV inhibitor = qHTS Assay for Inhibitors of Hepatitis C Virus (HCV). Huh7.5.1 HCVcc-Cre infection, luciferase reporter, 44 h. Potency, µM (series often up to 41.8 µM), without a hit: top-dose activity change, negative = inhibition, actives largely listed as inhibitors. actives 3.4% (n = 340,000). AID 651820, 2012; note: potency is the fitted concentration of half-maximal effect; % is set by controls: 0 for no effect and ±100 for the full control effect
#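 Seed cells (1,000/well) for 4 h; treat with compound and infect with HCVcc-Cre, moi about 0.5. Incubate 44 h, then detect luciferase activity.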
# The depositor's hits bear a star; i = inactive; ? = inconclusive; . = not tested or not shown; + = active, no number; [ ] = another dose, or the depositor's remark. Unless noted, calls come from the whole dose curve; as a rule, active = well fitted curve in the direction sought with a large enough effect; inconclusive = small, poorly fitted or top-dose-only effect, or another doubt; inactive = no such curve, though single readings can be large; an effect the other way counts as inactive or inconclusive.
SMILES,FBPA Giardia inh,Cycloheximide cs,Shiga inhibitor,Pf growth 48h,Pf growth 96h,HCV inhibitor
Cn1c(C(=O)NCCN2CCN(c3ccccc3F)CC2)cc2c(=O)n(C)c3ccccc3c21,-14%,-2,-6,-14%,18%,5%
NNC(=O)Cc1cn(-c2ncc(C(F)(F)F)cc2Cl)c2ccccc12,8%,-7,-10,.,?,?
COc1ccc(Cn2c(N)c(C(=O)NCc3ccco3)c3nc4ccccc4nc32)cc1,-23%,-3,-21,?,?,?
Cc1ccc(S(=O)(=O)N(C)C(C)CCc2ccco2)cc1 (stereo unspecified),.,.,.,?,-25%,-10%
COc1ccccc1NC(=S)N/N=C/c1ccc(O)cc1,6%,69*,40*,184%[activator],36%[activator],5%
O=C(COc1ccc(Cl)cc1Cl)NC1CCSC1=O (stereo unspecified),-2%,40*,131*,67%[activator],.,-23%
O=C(CNC(=O)c1ccco1)OCC(=O)c1ccccc1,20%,20,47,4%,?,32%[activator]
Cc1[nH]n(-c2ccc([N+](=O)[O-])cc2)c(=O)c1C=NCCN1CCN(C(=O)c2cccc(F)c2)CC1,5%,0,-13,17%,15%,28%
C=C[C@@H]1C2=CCOC(=O)C2=CO[C@H]1O[C@@H]1O[C@H](CO)[C@@H](O)[C@H](O)[C@H]1O,.,.,.,68%[activator],54%[activator],3%
C=CCOc1ccc(C=Nc2ccc(Cl)cc2)c(O)c1,-1%,6,6,0%,10%,5%
Cc1nc(-c2ccccc2)sc1C(=O)CSc1ccc(Br)cc1,-8%,-3,12,9%,8%,15%
Cc1ccc(S(=O)(=O)Cc2ccc(C(=O)O)o2)cc1,1%,-6,39,3%,.,3%
COc1cc(C(=O)NCCN=C2NS(=O)(=O)c3ccccc32)cc(OC)c1OC,.,7,-1,-13%,13%,8%
CCc1ccc(C(C)NC(=O)/C(C#N)=C\c2cn[nH]c2-c2ccccc2)cc1 (stereo unspecified),7%,0,-5,?,?,-74%
Cc1ccccc1NC(=O)Cn1cnc2c(oc3nc4c(cc32)CCCC4)c1=O,-4%,8,39,?,?,-11%
Cc1ccc(NS(=O)(=O)c2c(C(=O)N3CCCCCC3)c(C)n(C)c2C)c(C)c1,.,-1,3,-22%,6%,-1%
COc1cccc(NC(=O)c2ccc(S(=O)(=O)N3CCCC3)cc2)c1,-6%,-2,6,-6%,0%,1%
N#CC1=C(N)Oc2cc3ccccc3cc2C1c1cccs1 (stereo unspecified),-23%,-4,-8,-3%,2%,?
CCc1nnc(NC(=O)CSc2nnc(-c3ccc(S(=O)(=O)N(CC)CC)cc3)n2CC)s1,16%,-3,-2,.,?,1%
S=C(NCCCN1CCOCC1)N1CCN(c2ccccc2)CC1,11%,-3,-8,0%,-18%,7%
c1coc(CN(Cc2cccs2)Cc2nnnn2C2CCCCC2)c1,-2%,-2,14,?,-18%,-4%
C=CCn1c(SCc2ccc([N+](=O)[O-])cc2)nnc1C(C)NC(=O)c1ccccc1 (stereo unspecified),.,-2,-11,-4%,?,-8%
O=c1oc2ccc(Cl)cc2nc1/C=C(\O)c1ccco1,?,25*,41*,?,15µM*,-22%
O=C(NCCc1cccs1)C1CC(c2cccc([N+](=O)[O-])c2)=NO1 (stereo unspecified),2%,7,20,33%[activator],?,?
O=C(NCCc1c[nH]c2ccccc12)c1ccc(S(=O)(=O)NCc2ccco2)cc1,-12%,16*,-3,-10%,0%,?
C#CCCC(=O)c1ccccc1/C=[N+](\[O-])c1ccccc1,.,.,.,1.2µM*,?,-5%
Cc1ccccc1OCc1n[nH]c(=S)n1-c1cccc(Cl)c1,20%,-4,-5,?,?,5%
CCOC(=O)c1ccccc1NC(=O)c1ccc(N(C)S(C)(=O)=O)cc1,-9%,-3,-3,-3%,6%,10µM*
O=[N+]([O-])c1ccc2nc(CCCO)[nH]c2c1,-1%,-2,-12,1%,?,1%
CC(=O)c1c(N2CCOCC2)nc2ccc(Br)cc2c1-c1ccccc1,-1%,0,17,0%,?,?
Cc1ccc2c(c1)C(c1ccccc1)C(=O)O2 (stereo unspecified),1%,-1,-3,1%,22%,4%
CC(C)(C)c1ccccc1NC(=O)N1CCNC(=O)C1CC(=O)Nc1ccc(F)cc1 (stereo unspecified),.,0,-3,?,-2%,22%
COc1ccc(COC(=O)C2CC(=O)N(Cc3ccccc3)C2)cc1 (stereo unspecified),.,.,.,-26%,-29%,1%
Cc1nc(-c2ccc(Cl)cc2)sc1C1(C)CC(c2cccc(Cl)c2)=NO1 (stereo unspecified),-8%,17*,32*,52%[activator],88%[activator],4%
COc1cc(C(=O)NNC(=O)C2CSC3(C)CCC(=O)N23)cc(OC)c1OC (stereo unspecified),.,.,.,-8%,-29%,3%
COc1ccc(C2c3ccc4ccccc4c3Oc3ncn(CCCO)c(=N)c32)cc1 (stereo unspecified),4%,-2,1,5.2µM*,?,-25%
COCCNC(=O)COC(=O)c1ccc(S(=O)(=O)N2CCOCC2)cc1,8%,-3,-6,33%[activator],0%,7%
Cc1cc(C)c(NC(=O)NC(=O)c2cccc(F)c2)c(C)n1,4%,15*,37,35%[activator],158%[activator],7%
O=c1oc2ccccc2c2c1ncn2C1CCCCC1,21%,-3,-22,-16%,?,-6%
O=C(c1ccc2c(c1)OCO2)N1CCC2(CC1)Oc1ccc(Cl)cc1C(=O)C21CC(c2cccnc2)=NO1 (stereo unspecified),-6%,-1,-4,12µM*,13µM*,37%[activator][8.37 µM]
COc1cccc(NS(=O)(=O)NC(=O)c2c[nH]c3ccccc23)c1,.,45*,53,12µM*,72%[activator],-1%
CCS(=O)(=O)N1CCN(S(=O)(=O)c2ccc(Cl)s2)CC1,.,-4,-12,18%,17%,2%
O=C(Nc1ccc(CN2CCOCC2)cc1)c1cccs1,0%,27*,64*,115%[activator],0%,7%
O=C(Nc1ccccc1Cl)c1ccccc1S(=O)(=O)c1ccccc1[N+](=O)[O-],0%,-2,-3,7%,?,6%
O=C(NC1CCN(C(=O)c2cccs2)CC1)c1ccccc1,5%,-2,15,66%[activator],-13%,8%

# Sorted by length of the SMILES (largest number first): 3 of the compounds above.
SMILES,FBPA Giardia inh,Cycloheximide cs,Shiga inhibitor,Pf growth 48h,Pf growth 96h,HCV inhibitor
O=C(c1ccc2c(c1)OCO2)N1CCC2(CC1)Oc1ccc(Cl)cc1C(=O)C21CC(c2cccnc2)=NO1 (stereo unspecified),-6%,-1,-4,12µM*,13µM*,37%[activator][8.37 µM]
O=C(NC1CCN(C(=O)c2cccs2)CC1)c1ccccc1,5%,-2,15,66%[activator],-13%,8%
O=C(Nc1ccc(CN2CCOCC2)cc1)c1cccs1,0%,27*,64*,115%[activator],0%,7%

# (more compounds)
SMILES,FBPA Giardia inh,Cycloheximide cs,Shiga inhibitor,Pf growth 48h,Pf growth 96h,HCV inhibitor
O=C(NCc1ccccn1)c1ccc2c(=O)n(CCc3ccccc3)c(=O)[nH]c2c1,0%,11,16,?,?,?
CCOC(=O)C1CCN(Cc2ccc(O)c3ncccc23)CC1,?,22*,110*,10µM*,41%[activator],10µM*
CC(C)NC(=S)N/N=C/c1ccc(N2CCOCC2)cc1,-4%,12,-7,19%,55%[activator],0%
CC(C)N(C(=O)CN1CCC(c2nc3ccccc3[nH]2)CC1)C(C)C,.,-4,-8,0%,-15%,0%
CC(=O)c1c(C)[nH]c(C(=O)N2CCN(S(=O)(=O)c3ccc(F)c(F)c3)CC2)c1C,.,.,.,?,3%,19%
Cc1ccc(S(=O)(=O)N2CCCCC2)cc1NC(=O)c1ccc2c(=O)n3c(nc2c1)CCCCC3,-1%,-4,-9,-14%,?,11µM*
CCC(C)C(=O)N[C@@H](c1ccccc1)[C@@H](O)C(=O)O[C@H]1C[C@@]2(O)[C@@H](OC(=O)c3ccccc3)C3[C@](C)(C(=O)[C@H](OC(C)=O)C(=C1C)C2(C)C)[C@@H](O)C[C@H]1OC[C@@]31OC(C)=O (stereo partly specified),-7%,-2,-1,0.47µM*,0.23µM*,?
COc1cc(CNCCO)cc(Cl)c1OCc1ccc(Cl)cc1Cl,-8%,-1,-3,10µM*,-2%,?
COC(=O)C1CN(C(=O)COc2ccccc2C)c2ccccc2O1 (stereo unspecified),2%,6,-3,-9%,-27%,4%
Cc1nn(C)c(C)c1S(=O)(=O)NCCc1ccc(Cl)cc1,4%,-4,15,-6%,4%,5%
Cc1ccc(N2C(=O)CC2(C#N)c2ccc(OCc3ccccc3)cc2)cc1 (stereo unspecified),-5%,-2,-5,.,?,-21%
CCC(C)(C)n1nnnc1CN(Cc1cc2cc(OC)ccc2[nH]c1=O)C1CCCC1,3%,-4,8,?,24%,?
Cc1c(C(=O)Nc2ccc3c(c2)OCO3)oc2ccccc12,-7%,43,121*,255%[activator],347%[activator],?
C=Cc1ccc(N=Cc2c(O)ccc3ccccc23)cc1,14µM*,16,14,13%,23%,-4%
O=C(O)c1ccc2c(c1)C(=O)/C(=C/c1ccccc1)C2=O,-27%,-3,-5,-14%,-27%,16%
NC(=O)c1ccc(C(F)(F)F)n(Cc2ccc(F)c(F)c2)c1=O,-3%,6,6,-3%,23%,?
COc1ccc(OC)c(S(=O)(=O)N2CCN(c3ccccn3)CC2)c1,8%,-6,12,-3%,-24%,0%
Cc1cc(C(=O)COC(=O)CNC(=O)c2ccco2)c(C)n1Cc1ccco1,1%,11,12,37%[activator],8%,3%
COc1ccc(S(=O)(=O)N2CCC(C(N)=O)(N3CCCCC3)CC2)cc1,0%,-4,-8,.,-26%,7%
COc1ccccc1CCC(=O)OCC(=O)Nc1cc(S(=O)(=O)N2CCOCC2)ccc1C,.,.,.,17%,23%,20%
CC(C)(CNC(=O)c1ccc(NS(=O)(=O)c2ccc(Br)cc2)cc1)N1CCOCC1,.,.,.,-9%,-10%,-4%
O=C(NCc1ccccc1)C1CCN(S(=O)(=O)N2CCCCCC2)CC1,3%,-1,21,?,40%[activator],2%
O=C1CC(C(=O)Nc2ccccc2)C2(CCCC2)O1 (stereo unspecified),5%,-3,-3,6%,11%,7%
COC(=O)c1c(C)[nH]c(C(=O)/C=C/c2ccccc2)c1C,5%,43*,89*,149%[activator],i,-15%
CCNC(=S)N(Cc1cccs1)Cc1cc2cc(OCC)ccc2[nH]c1=O,-4%,-2,-11,?,?,4%
C=C(Cl)COc1ccc2c(C)cc(=O)oc2c1,0%,23*,+,62%[activator],93%[activator],?
COc1c(O[C@@H]2O[C@H](CO)[C@@H](O)[C@H](O)[C@H]2O)cc2c(c1OC)-c1ccc(SC)c(=O)cc1C(NC(C)=O)CC2 (stereo partly specified),.,.,.,?,13%,-5%
CCCCN(C(=O)CN1C(=O)C2CCCCC2C1=O)c1c(N)n(CCCC)c(=O)[nH]c1=O (stereo unspecified),.,.,.,-4%,7%,-5%
COc1ccc(N2C(=O)c3ccccc3NC23C(=O)N(C)c2ccccc23)cc1 (stereo unspecified),1%,1,5,5%,.,0%
CCC(=O)Nc1cccc(NC(=S)NC(=O)c2cc3ccccc3o2)c1,-6%,35*,72*,357%[activator],41%[activator],-24%
COc1ccccc1N1CCN(CC(=O)NCc2ccc(Cl)cc2)CC1,1%,-3,-6,-17%,-30%,-26%

# Quoted at random: four compounds from above
SMILES,FBPA Giardia inh,Cycloheximide cs,Shiga inhibitor,Pf growth 48h,Pf growth 96h,HCV inhibitor
CCCCN(C(=O)CN1C(=O)C2CCCCC2C1=O)c1c(N)n(CCCC)c(=O)[nH]c1=O (stereo unspecified),.,.,.,-4%,7%,-5%
COc1ccc(N2C(=O)c3ccccc3NC23C(=O)N(C)c2ccccc23)cc1 (stereo unspecified),1%,1,5,5%,.,0%
C=C(Cl)COc1ccc2c(C)cc(=O)oc2c1,0%,23*,+,62%[activator],93%[activator],?
COc1ccccc1CCC(=O)OCC(=O)Nc1cc(S(=O)(=O)N2CCOCC2)ccc1C,.,.,.,17%,23%,20%

# Source: PubChem BioAssay (National Center for Advancing Translational Sciences (NCATS))
